# BRCA1 expr act = BRCA1 expression activation. MCF7-BRCA1-FFLuc reporter, luminescence, 48 h; response scale: scaled: vehicle 0%, 10 µM genistein 100%. Potency, µM (series often up to 46.1 µM), for the others: at the top dose activation, actives largely listed as activators. 380,000 tested, 1.1% active; note: potency is the fitted concentration of half-maximal effect; nearly all actives have a fitted effect of over 80% in size; some results filed as inactive show a strong effect at the top dose
#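 MCF7 cells carrying a BRCA1-firefly luciferase reporter (2000 cells/well, phenol-red free MEM) were attached for 2 h at 37 °C, then given compounds for 48 h. Luminescence was read 15 min after luciferase reagent; activity normalized to genistein (10 microM) and DMSO.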
# RORgamma inh = inhibitors of mouse ROR gamma transcriptional activity; Drosophila S2 Gal4-RORgamma UAS-luciferase reporter, 20 h; Potency, µM (series often up to 53.6 µM), for the others: top-dose activity change, negative = inhibition, actives largely listed as inhibitors; 310,000 tested, 5.4% active; note: potency is the fitted concentration of half-maximal effect; % is set by controls: 0 for no effect and ±100 for the full control effect; nearly all actives have a fitted effect of over 60% in size
# Target sequence (P51450 whole entry, looked up, the tested form may be a part): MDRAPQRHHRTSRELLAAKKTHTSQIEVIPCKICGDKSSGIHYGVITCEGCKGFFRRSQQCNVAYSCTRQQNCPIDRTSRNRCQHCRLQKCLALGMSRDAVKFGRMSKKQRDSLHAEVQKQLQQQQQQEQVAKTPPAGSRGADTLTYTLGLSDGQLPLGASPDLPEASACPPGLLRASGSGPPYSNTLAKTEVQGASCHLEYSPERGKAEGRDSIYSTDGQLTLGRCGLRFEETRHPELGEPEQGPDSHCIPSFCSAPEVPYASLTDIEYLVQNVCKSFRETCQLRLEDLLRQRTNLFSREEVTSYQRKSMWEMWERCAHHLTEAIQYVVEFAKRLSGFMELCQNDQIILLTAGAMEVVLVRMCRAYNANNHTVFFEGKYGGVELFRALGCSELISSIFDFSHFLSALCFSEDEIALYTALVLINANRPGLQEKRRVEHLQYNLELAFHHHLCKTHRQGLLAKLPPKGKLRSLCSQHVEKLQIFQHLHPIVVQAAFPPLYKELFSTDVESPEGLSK
#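 Using a luciferase readout, inhibitors were identified by reduced reporter activity in Drosophila cells coexpressing a copper-inducible Gal4–ROR gamma fusion and UAS-driven Photinus luciferase, incubated 20 hr after 700 uM copper sulfate.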
# Rab9 promoter act = activates the Rab9 promoter; Huh7 Rab9 promoter-luciferase reporter, luminescence, 24 h; Potency, µM (highest dose often 9.22 µM), inactives show top-dose activation, negative = inhibition, actives largely listed as activators; 320,000 tested, 2.8% active; note: potency is the fitted concentration of half-maximal effect; % of control where 0% means no effect; nearly all actives have a fitted effect of over 60% in size
#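 Stable Rab9-luc Huh7, 1500 cells/well, 2 h settle; cmpd in DMSO, 24 h, 37 °C/5% CO2; luciferase reagent 10 min RT; luminescence.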
# NPC1 promoter act = NPC1 promoter activation; Huh7 NPC1 promoter luciferase reporter, 24 h; AID 485313; 320,000 tested, 2.4% active; Potency, µM (titrated, usually from 9.22 µM), without a hit: top-dose activation, usual class: activators;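 note: potency is the fitted concentration of half-maximal effect; % of control where 0% means no effect; nearly all actives have a fitted effect of over 60% in size; reporter is driven by a mutant NPC1 promoter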
#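 Huh7 cells stably carrying NPC1 promoter–luciferase, plated in Opti-MEM with 10% FBS for 2 h, were exposed to compound in DMSO for 24 h at 37 °C; luciferase reagent was added for 10 min and luminescence read.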
# ELG1 genotox = genotoxicity induction in ELG1-luciferase HEK293T cells; HEK293T ELG1-luciferase reporter, luminescence, 16 h; Potency, µM (highest dose often 46 µM), for inactives: top-dose activity change, positive = activation, hits mostly activators; 330,000 tested, 1.3% active; AID 504466; note: potency is the fitted concentration of half-maximal effect; % of control where 0% means no effect; nearly all actives have a fitted effect of over 60% in size
#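 Genotoxicity was scored as increased ELG1-luciferase reporter signal, measured by ONE-Glo luminescence (30 min, room temperature). Compound or vehicle exposure of the HEK293T reporter cells lasted 16 hr at 37°C.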
# p53 reactivation = mutant p53 re-activation in reporter cells; H1299 p53-A138V BP100-luciferase reporter, luminescence, 24 h; Potency, µM (series often up to 92.2 µM), for inactives: top-dose activity change, positive = activation, most hits filed as activators; 320,000 tested, 0.063% active; note: potency is the fitted concentration of half-maximal effect; % of control where 0% means no effect; nearly all actives have a fitted effect of over 45% in size
#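 H1299 (p53-null), stable ts p53-A138V + BP100-Luc; 1000 cells/well, Opti-MEM/10% FBS; cpd 4 pt, 1:5; 24 h, 37 deg C, 5% CO2; detection reagent 10 min RT; luminescence.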
# VP16 counter = Gal4-VP16 reporter inhibition counter-screen; Drosophila S2 Gal4-VP16 UAS-luciferase, luminescence, 20 h; Potency, µM (top dose mostly 53.6 µM), for inactives: at the highest dose activity, negative = inhibition, most hits filed as inhibitors; 310,000 tested, 3.5% active;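 note: Gal4-VP16 expression switched on by copper sulfate through the metallothionein promoter; potency is the fitted concentration of half-maximal effect; % is set by controls: 0 for no effect and ±100 for the full control effect; nearly all actives have a fitted effect of over 50% in size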
# FLuc counter = inhibits or activates purified firefly luciferase, miR-21 counter-screen. 360,000 tested, 6.9% active. P08659. AID 588342. Potency, µM (highest dose often 57.5 µM), for the others: at the highest dose activity change, negative = inhibition, most hits filed as inhibitors. purified FLuc, Km substrates, luminescence inhibition;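 note: potency is the fitted concentration of half-maximal effect; plate controls were vehicle for no effect and reference inhibitor for full effect; nearly all actives have a fitted effect of over 55% in size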
#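 Biochemical qHTS of compounds, final roughly 60 µM downward over six points, against 10 nM purified firefly luciferase using Km concentrations of substrates (10 uM D-luciferin, 10 uM ATP) in Tris acetate pH 7.5 buffer; luminescence output.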
# ELG1 DNA repair = ELG1-dependent DNA repair inhibition | HEK293T ELG1-luciferase reporter, luminescence, 16 h; DNA damage induced by 5-fluorouridine | Potency, µM (titrated, usually from 46.1 µM), for inactives: at the top dose activity change, negative = inhibition, actives largely listed as inhibitors | 330,000 tested, 2.3% active | AID 504467; note: potency is the fitted concentration of half-maximal effect; % is set by controls: 0 for no effect and ±100 for the full control effect; nearly all actives have a fitted effect of over 55% in size
#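 Reporter activity after DNA damage by 5-fluorouridine is monitored. Compound-treated cells incubate 16 hr at 37 °C, then ONE-Glo is added for 30 min before luminescence reading.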
# TRPV1 ag = activates the human vanilloid receptor TRPV1. activation, % at 8.33 µM. 320,000 tested, 0.19% active. Q8NER1. TRPV1-expressing cells, Fluo-8 calcium influx, agonist mode; in the data active = activation above about 80%; inconclusive = between about 30% and that limit; note: 0% is about no effect
#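 Fluo-8 calcium influx in TRPV1-expressing cells, kinetic read (ex 480/em 520 nm). Compound added and read 3 min for agonist activity, followed by capsaicin at EC20 final and 2 min further read for enhancement.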
# Tb PFK block = T. brucei PFK enzyme inhibition; O15648; Potency, µM (top dose mostly 57.5 µM), for the others: at the top dose activity, negative = inhibition, usual class: inhibitors; 330,000 tested, 0.17% active; T. brucei PFK, ADP-Glo luminescence;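 note: potency is the fitted concentration of half-maximal effect; 0% = uninhibited 1x PFK enzyme wells and -100% = no-enzyme wells; nearly all actives have a fitted effect of over 60% in size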
# Target sequence (O15648 whole entry, looked up): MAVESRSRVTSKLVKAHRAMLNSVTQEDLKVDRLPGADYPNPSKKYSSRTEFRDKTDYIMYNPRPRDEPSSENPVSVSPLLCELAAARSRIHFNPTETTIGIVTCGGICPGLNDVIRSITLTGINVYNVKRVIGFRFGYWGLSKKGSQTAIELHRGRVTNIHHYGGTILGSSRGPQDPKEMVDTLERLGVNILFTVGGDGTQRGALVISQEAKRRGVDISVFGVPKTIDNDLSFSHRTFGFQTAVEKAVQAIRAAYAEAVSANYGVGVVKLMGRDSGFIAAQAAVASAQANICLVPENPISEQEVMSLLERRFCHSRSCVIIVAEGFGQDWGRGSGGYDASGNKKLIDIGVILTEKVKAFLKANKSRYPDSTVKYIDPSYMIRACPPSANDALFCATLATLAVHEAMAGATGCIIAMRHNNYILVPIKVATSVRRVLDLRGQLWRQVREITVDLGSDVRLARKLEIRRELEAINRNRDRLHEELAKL
#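 Compounds were pin-transferred as a titration series up to 57 uM into substrate buffer (0.5 mM F6P, 0.1 mM ATP, pH 8.0), then 1.25 nM PFK was added and reactions ran 45 min before ADP-Glo detection.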
# * marks the source's active call; other numbers are inactive results; ? = inconclusive; · = no result given; [ ] = dose if it differs, or a comment. Unless noted, calls come from the whole dose curve; as a rule, active = well fitted curve in the direction sought with a large enough effect; inconclusive = small, poorly fitted or top-dose-only effect, or another doubt; inactive = no such curve, though single readings can be large; an effect the other way counts as inactive or inconclusive.
SMILES,BRCA1 expr act,RORgamma inh,Rab9 promoter act,NPC1 promoter act,ELG1 genotox,p53 reactivation,VP16 counter,FLuc counter,ELG1 DNA repair,TRPV1 ag,Tb PFK block
CC(C)(C)c1ccc(C(=O)Nc2cccc([N+](=O)[O-])c2)cc1,-61%[inhibitor],?,2.2µM*,2.5µM*,?,?,-17%,1.7µM*,?,84*,0%
O=C(Nc1ncccn1)c1cc(-c2cccc(Br)c2)nc2ccccc12,8%,14%,-4%,0%,-8%,-7%,-5%,27µM*,?,21,0%
CCOc1ccccc1C(=O)NC1CC2CCCC(C1)N2Cc1ccccc1 (stereo not given),2%,-18%,-11%,-1%,0%,1%,-5%,1%,-2%,1,2%
O=C(O)CN=CC1=C(O)CC(c2ccccc2)CC1=O (stereo not given),-27%,0%,5%,-6%,1%,0%,-1%,-4%,7%,-2,2%
COCCNC(=O)C(c1ccc(F)cc1)N(C(=O)CCC(=O)Nc1nccs1)c1ccc(C)cc1 (stereo not given),-28%,0%,1%,0%,-4%,-2%,2%,2%,6%,-2,4%
CSc1nc(NC(C)=O)nc(C)c1Br,14%,-22%,?,-6%,1%,-6%,-18%,-1%,?,-3,0%
CCn1c(=N)n(CC(=O)c2ccc(OC)cc2)c2ccccc21,-27%,?,1%,3%,-2%,22%,1%,-9%,1%,-1,-3%
O=C(Nc1ccnc(-c2cccnc2)n1)c1ccc(F)cc1,·,-3%,-12%,-2%,0%,2%,-6%[10 µM],-3%,-20%,5,0%
Cc1cc(C)cc(NC(=O)COC(=O)CCC2CCCC2)c1,-7%,·,-3%,-3%,4%,7%,·,1%,18%,13,3%
Cc1nc(CSc2nc3[nH]ncc3c(=O)n2-c2ccccc2)cs1,-4%,19%,0%,1%,3%,-7%,0%,2%,-5%,0,13%
CC(C)(C)[C@H]1C=C(C(=O)N2CCN(Cc3ccc4c(c3)OCO4)CC2)O[C@@H](OCCCCO)C1,1%,38%,-1%,1%,3%,1%,-5%,1%,0%,14,-8%
Cc1ccc(NC(=O)CN(C)C(=O)CCC(=O)c2cccs2)cc1,1%,?,2%,-2%,3%,-3%,11%,-16%,10%,1,-13%
CCOc1ccc(CCNC(=O)c2ccc3c(c2)NC(=O)C2CCCN32)cc1OCC (stereo not given),·,-18%,0%,-2%,-1%,8%,1%,1%,4%,-4,2%
O=C(c1cccs1)N1CCN(c2ccc([N+](=O)[O-])cc2F)CC1,39%,?,0%,-1%,-7%,0%,19%,3%,-6%,?,-2%
CCOc1ccc(C(=O)OC(C)CN2CCCCC2)cc1 (stereo not given),10%,-35%,0%,0%,1%,·,-5%,5%,-3%,2,2%
CC(NC(=O)c1ccc(Cn2cc([N+](=O)[O-])cn2)o1)c1ccccc1 (stereo not given),1%,22%,-9%,-8%,0%,9%,7%,4%,8%,0,0%
O=C(NCCN1CCCCC1)/C(=N\O)c1ccccc1,-23%,0%,1%,-5%,-1%,-8%,-9%,0%,5%,-5,0%
Cc1nc(CS(=O)(=O)c2ccccc2)cc(Sc2ccc(Cl)cc2Cl)n1,52%,-19%,28%,12%,-2%,21%,27%,-14%,-1%,17,1%
CCC(=O)NC(c1cccs1)c1cc([N+](=O)[O-])c2cccnc2c1OC (stereo not given),50%,·,-1%,6%,·,·,·,-20%,·,·,1%
CC(C)(C)OC(=O)C[C@@H]1C/C=C\C[C@H](CC(=O)N(CCO)Cc2ccccc2)C(=O)N2CCC[C@H]2COC1=O,0%,·,·,·,-6%,1%,·,·,?,·,1%
Cc1ccc(S(=O)(=O)n2c([N+](=O)[O-])cnc2C)cc1C,-10%,-26%,-4%,-4%,1%,-2%,-2%,0%,11%,0,0%
CC(C)(C)NCCOc1ccc2ccccc2c1,0%,-6%,-3%,-2%,0%,14%,-9%,-1%,0%,0,-5%
Cc1cc(C)cc(NC(=O)CSc2nc(=O)n3cc(C)ccc3n2)c1,-9%,·,3%,-3%,0%,-4%,·,-1%,0%,-2,-9%
CCOC(=O)C(NS(=O)(=O)c1ccccc1)(C(F)(F)F)P(=O)(OCC(C)C)OCC(C)C (stereo not given),-1%,2%,-3%,5%,-12%,16%,-7%,2%,?,21,2%
Cc1cc(S(=O)(=O)NCCN2CCOCC2)c(C)s1,-3%,25%,-3%,0%,-5%,-1%,-5%,3%,8%,-1,-6%
CCOc1cc(C2CC(=O)NC(SCC)=C2C#N)ccc1O (stereo not given),0%,8%,4%,-3%,0%,-8%,-1%,-1%,-2%,1,0%
O=C(NC1CCNCC1)C1CCCCC1,-16%,-11%,4%,-3%,1%,-5%,4%,0%,6%,0,3%
COc1ccc(CCN(C)C(=O)C2CCN(Cc3ccc(C)cc3)CC2)cc1OC,14%,-8%,0%,-5%,-2%,-2%,1%,-9%,-3%,1,2%
COc1ccc(S(=O)(=O)N2C3CCC2CC(NC(=O)C2CC2)C3)cc1 (stereo not given),-39%,18%,-2%,0%,-3%,-7%,-2%,-3%,9%,-5,3%
O=C(NC1CCCN(Cc2ccc(Cl)cc2)C1)c1ccoc1 (stereo not given),5%,5%,-5%,1%,-9%,-8%,-4%,4%,6%,3,-1%
N#CCCN(C(=O)COC(=O)CCc1nc2ccccc2c(=O)[nH]1)c1ccccc1F,24%,·,1%,-4%,2%,-4%,·,2%,13%,-4,-3%
O=C(NCc1cccc(OC(F)(F)F)c1)c1ccc2c(c1)S(=O)(=O)c1cc(Cl)ccc1C2=O,-13%,·,·,·,9%,0%,·,·,-6%,·,-2%
COc1ccc(CNC(=O)COC(=O)CCS(=O)(=O)c2ccc(C)cc2)cc1OC,-17%,·,-3%,0%,1%,-3%,·,0%,1%,2,-3%
C=CCn1c(=N)c(C(=O)NCCCOC)cc2c(=O)n3cc(C)ccc3nc21,-7%,-8%,-1%,-2%,2%,0%,-3%,1%,-25%,0,0%
N#CCCN(Cc1cccnc1)C(=S)NC(=O)c1ccc(S(=O)(=O)N2CCCC2)cc1,-14%,2.5µM*,0%,-3%,-2%,1%,?,-4%,6%,0,1%
CCCNC(=O)C(=O)NCC(c1ccc2c(c1)OCO2)N1CCN(c2ccc(F)cc2)CC1 (stereo not given),6%,9%,2%,1%,0%,-4%,1%,6%,0%,-5,0%
CN(C)/C=C/C(=O)c1ccc(F)cc1F,0%,14%,-4%,-4%,1%,0%,-10%,4%,6%,24,-2%
COc1ccc(N=C2NC(=O)S/C2=C\c2ccc(N(C)C)cc2)cc1,?,0%,?,?,?,?,-11%,21µM*,?,-1,-2%
CCC(=O)NC(c1ccccc1OC)c1ccc2cccnc2c1O (stereo not given),-97%[inhibitor],5µM*,-26%,-27%,8%,?,5µM*,10%,4.1µM*,-1,-3%
CCCCc1ncc(CN2CCC(n3nccc3NC(=O)c3ccccc3Cl)CC2)[nH]1,-4%,6%,0%,0%,-7%,-8%,-2%,1%,10µM*,-4,-4%
COc1ccccc1N(C)S(=O)(=O)c1ccc(C(=O)OCC(=O)N2CCCCCC2)cc1,0%,-1%,18%,-5%,-2%,-4%,-3%,1%,8%,8,1%
CCCCNC(=O)C(NS(=O)(=O)c1cccc2nsnc12)c1ccccc1 (stereo not given),7%,12%,2%,-4%,0%,-1%,-7%,-1%,1%,-2,-8%
CC1Cc2ccccc2N1c1nc(C2CC2)nc2c1nnn2Cc1ccccc1 (stereo not given),-70%,1%,-5%,-5%,-2%,-5%,-6%,1%,-20%,1,2%
Brc1ccc(Cn2c(-c3ccc(Br)o3)nc3ccccc32)o1,57%,-39%,11%,13%,5%,13%,-15%,19µM*,28%,?,0%
Cn1c(CNC(=O)c2ccco2)nnc1SCC(=O)Nc1ccccc1Cl,13%,·,-1%,13%,4%,-2%,·,-4%,6%,-1,-2%
CCOC(=O)Cc1csc(NC(=S)NC(=O)c2cc(OC)c(OC)c(OC)c2)n1,-24%,?,-3%,0%,-6%,1%,4%,-12%,-23%,1,-5%
CS(=O)(=O)Nc1ccccc1C(=O)NCc1ccccc1Cl,-11%,16%,-6%,0%,0%,-5%,-1%,-9%,-1%,1,-5%
O=C(c1ccco1)N1CCN(S(=O)(=O)c2ccc(Br)cc2)CC1,-8%,20%,-13%,2%,0%,0%,4%,1%,1%,6,0%

# From PubChem BioAssay
